# IL-1B inflam inh: inhibitors of inflammasome signaling (IL-1 beta secretion) | activity change, % at 57.5 µM | THP-1 LPS/ATP IL-1B secretion, AlphaLISA, 16 h; hits give low values | 360,000 compounds, 4.7% hits | AID 743279; in the data active = activity change below about -50%; inconclusive = mostly about -30% to -49%; note: % is set by controls: 0 for no effect and ±100 for the full control effect
#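 Secreted IL-1B measured by AlphaLISA bead assay after 16 h compound exposure of THP-1 cells; compounds (final up to 57.5 uM) added 1 h before LPS (250 ng/mL) and ATP (1.25 mM) stimulation; lower signal means less secretion.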
# KB-V1 MDR tox: kills drug-selected multidrug resistant KB-V1 cells; 400,000 compounds, 3.4% hits; Potency, µM (series often up to 46.1 µM), inactives show top-dose activity change, negative = cytotoxicity, usual class: cytotoxic; KB-V1 MDR cells viability, CellTiter-Glo, 72 h; note: potency is the fitted concentration of half-maximal effect; % is set by controls: 0 for no effect and ±100 for the full control effect; nearly all actives have a fitted effect of over 60% in size
#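 Cytotoxicity via CellTiter-Glo luminescence after 72 h compound exposure at 37 degrees C. Cells: drug-selected KB-V1 line, DMEM phenol-red free plus 10% FBS. Compounds tested at multiple concentrations; normalized data fitted to concentration-effect curves.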
# D3 ag: activates the human D3 dopamine receptor; D3R DiscoveRx beta-arrestin cells, luminescence, 90 min; max activation, %; P35462; 410,000 compounds, 0.58% hits; in the data active = max activation above about 30%; note: 0% is about no effect; mostly tested at two doses, the higher about 12 µM
# Target sequence (P35462 whole entry, looked up): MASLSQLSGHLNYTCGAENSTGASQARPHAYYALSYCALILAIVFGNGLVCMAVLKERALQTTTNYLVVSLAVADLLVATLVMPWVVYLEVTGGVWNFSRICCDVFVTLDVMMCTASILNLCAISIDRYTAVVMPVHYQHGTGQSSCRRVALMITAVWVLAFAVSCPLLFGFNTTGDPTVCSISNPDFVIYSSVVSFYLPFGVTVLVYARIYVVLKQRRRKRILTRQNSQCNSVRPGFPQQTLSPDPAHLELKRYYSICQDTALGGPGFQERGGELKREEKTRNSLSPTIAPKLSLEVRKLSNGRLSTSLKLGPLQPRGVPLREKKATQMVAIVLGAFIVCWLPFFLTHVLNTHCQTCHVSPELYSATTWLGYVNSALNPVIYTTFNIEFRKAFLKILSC
#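 Agonist mode: compounds and dopamine controls were applied to plated cells for 90 min at 37 degrees C after an overnight attachment at 1500 cells/well. Luminescent read-out followed 30 - 60 minutes at room temperature with DiscoveRx detection reagent.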
# SW480 rereplic: DNA re-replication induction in SW480 cells; Potency, µM (series often up to 46.1 µM), without a hit: at the top dose re-replication activation, hits mostly activators; SW480 DNA re-replication, Hoechst DNA content imaging, 48 h; 340,000 compounds, 1.8% hits; AID 624297; note: potency is the fitted concentration of half-maximal effect; % of control where 0% means no effect; nearly all actives have a fitted effect of over 55% in size
#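 Cells (250 per well) received 23 nL compound or DMSO by pin tool and were kept 48 hr at 37 C, 5% CO2. Nuclei were then stained with Hoechst for 40 min and scanned for DNA content.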
# HT1080 IDH1KD tx: kills HT-1080 cells with IDH1 knockdown; HT-1080 IDH1 knockdown viability, ATP luminescence, 48 h; Potency, µM (series often up to 46.1 µM), for inactives: at the highest dose activity, negative = toxicity, usual class: cytotoxic; 360,000 compounds, 2% hits;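 note: potency is the fitted concentration of half-maximal effect; 0% = DMSO wells and -100% = cell-free medium wells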
#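 HT-1080-IDH1KD cells (IDH1 knocked down), 750/well in RPMI with 5% FBS, treated with compound 48 h at 37 degrees C. Viability by CellTiter-Glo luminescence, normalised to DMSO and no-cell wells; concentration-response curves classed.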
# D3 antag: D3 dopamine receptor (human) antagonism | D3R cells, DiscoveRx beta-arrestin luminescence, antagonist mode; hits give low values | max response, negative = inhibition, % | 360,000 compounds, 2.5% hits | AID 652054; in the data active = max response below about -50%; inconclusive = no clear call, values can overlap the other calls; note: % is set by controls: 0 for no effect and ±100 for the full control effect; mostly tested at two doses, the higher about 12 µM
#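 Cells plated overnight at 1500 cells/well, then exposed to library compounds with dopamine controls for 90 minutes at 37 degrees C. DiscoveRx reagent added for 30–60 minutes at room temperature; luminescence read, quantitative HTS format.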
# HT1080-NT tox: kills 2HG-producing HT-1080-NT fibrosarcoma cells; 360,000 compounds, 1.6% hits; HT-1080-NT fibrosarcoma viability, CellTiter-Glo ATP luminescence, 48 h; Potency, µM (titrated, usually from 46.1 µM), inactives show top-dose activity, negative = less viability, actives largely listed as cytotoxic;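 note: NT is the 2HG producing partner of a matched IDH1 knockdown line; potency is the fitted concentration of half-maximal effect; 0% = DMSO-treated cells and -100% = media-only wells without cells; nearly all actives have a fitted effect of over 55% in size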
#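 750 cells/well, RPMI + 5% FBS; 2 h settle, compound pin-transfer, 48 h at 37 degrees C. CellTiter-Glo 10 min RT, luminescence. Normalized to DMSO and media-only wells.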
# GLP-1R agonist: agonists of human GLP-1 receptor | P43220 | HEK293 GLP-1R CRE-luciferase, luminescence, 4-6 h; cells express a hypersensitive GLP-1R form | Potency, µM (doses to about 45.6 µM), inactives show top-dose activation, hits mostly activators | 380,000 compounds, 0.007% hits | AID 624172; note: potency is the fitted concentration of half-maximal effect; % of control where 0% means no effect
# Target sequence (P43220 whole entry, looked up): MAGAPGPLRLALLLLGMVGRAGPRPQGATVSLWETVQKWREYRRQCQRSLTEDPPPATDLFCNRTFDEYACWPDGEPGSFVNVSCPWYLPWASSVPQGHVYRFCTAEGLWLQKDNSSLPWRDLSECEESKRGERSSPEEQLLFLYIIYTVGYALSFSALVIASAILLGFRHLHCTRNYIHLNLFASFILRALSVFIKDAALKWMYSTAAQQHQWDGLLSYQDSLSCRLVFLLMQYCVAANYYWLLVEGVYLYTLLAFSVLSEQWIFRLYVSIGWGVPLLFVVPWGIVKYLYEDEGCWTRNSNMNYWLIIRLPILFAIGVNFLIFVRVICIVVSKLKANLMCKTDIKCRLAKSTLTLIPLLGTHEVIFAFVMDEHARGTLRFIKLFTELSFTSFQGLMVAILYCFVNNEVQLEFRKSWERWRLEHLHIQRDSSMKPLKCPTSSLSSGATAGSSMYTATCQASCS
# KB-3-1 cytotox: KB-3-1 parental cell cytotoxicity; KB-3-1 viability, CellTiter-Glo ATP luminescence, 72 h; Potency, µM (top dose mostly 46.1 µM), for inactives: at the highest dose activity change, negative = cytotoxic, actives largely listed as cytotoxic; 400,000 compounds, 1.4% hits; AID 1347075; note: potency is the fitted concentration of half-maximal effect; % is set by controls: 0 for no effect and ±100 for the full control effect; nearly all actives have a fitted effect of over 60% in size
#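 72 h, 37 °C compound treatment of KB-3-1 parental cells; CellTiter-Glo added, 10 min, luminescence read. Data corrected against DMSO-only plates and normalized before curve fitting.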
# * marks the source's active call; other numbers are inactive results; ? = inconclusive; . = not tested or not shown; & = joins results of further samples; [ ] = dose if it differs, or a comment. Unless noted, calls come from the whole dose curve; as a rule, active = well fitted curve in the direction sought with a large enough effect; inconclusive = small, poorly fitted or top-dose-only effect, or another doubt; inactive = no such curve, though single readings can be large; an effect the other way counts as inactive or inconclusive.
Compound	IL-1B inflam inh	KB-V1 MDR tox	D3 ag	SW480 rereplic	HT1080 IDH1KD tx	D3 antag	HT1080-NT tox	GLP-1R agonist	KB-3-1 cytotox
CCCN(CCC)C(=O)c1cc([N+](=O)[O-])cc2c1-c1ccc([N+](=O)[O-])cc1C2=C(C#N)C#N	0	-16%	-17	?	8%	-15	16%	2%	0%
CCOC(=O)c1[nH]c2c(c1C)C(=O)CC(c1ccc(N(C)C)cc1)C2 (stereo not drawn)	34	0%	2	2%	-8%	0	-9%	4%	?
COCCCN1C(=O)C(=O)/C(=C(/O)c2ccc(S(=O)(=O)N3CCCCC3)cc2)C1c1ccc(O)c(OC)c1 (stereo not drawn)	15	?	5	-10%	23%	-17	17%	-5%	7%
COc1ccc(CCNC(=O)c2c(C)nn(-c3ccccc3)c2Cl)cc1OC	-10	-32%	-13	-53%[inhibitor]	6%	-6	8%	11%	-1%
Cc1cc(C(=O)CSc2nnc(-c3ccccc3)n2C)c(C)n1C	-17	7.3µM*	4	-8%	17%	-30	-2%	-4%	5%
CCOc1ccc(NC(=O)CN(C)S(=O)(=O)c2ccc3c(c2)c(=O)n(C)c(=O)n3C)cc1	.	-3%	0	.	.	.	.	1%	-3%
CN(C)CC#Cc1cncc(C(=O)NNC(=O)Nc2ccc(Cl)cc2)c1	2	0%	-5	-10%	12%	12	13%	-3%	-3%
Cc1ccnc2nc(C(=O)OCC(=O)Nc3ccc4c(c3)OC(F)(F)O4)nn12	9	-11%	-2	-4%	6%	13	3%	-3%	?
NC(=O)c1ccsc1NC(=O)c1ccc2c(c1)CCCC2	-55*	?	3	-7%	?	0	?	-2%	?
CCN(CC)C(=O)C1CCCN(C(=S)Nc2cccc3ccccc23)C1 (stereo not drawn)	0	?	1	.	1%	18	6%	-5%	12%
CCC(c1ccccc1)c1nc(-c2ccccn2)no1 (stereo not drawn)	10	2%	3	1%	7%	8	4%	2%	5%
CN(C)C(=O)C1(c2ccccc2)CCN(S(=O)(=O)c2ccccc2)CC1	18	21µM*	10	-7%	-4%[9.24 µM]	0	-4%	1%	?
N#Cc1ccc(/C=C(\C(=O)C(=O)O)c2ccc3ccccc3n2)cc1	-12	1%	1	11%	12%	-6	0%	9%	-14%
CN(CC(=O)Nc1cccc(F)c1)CC(=O)Nc1cccc(S(=O)(=O)N2CCCCCC2)c1	?	18µM*	-5	-9%	-12%	2	-12%	15%	?
NS(=O)(=O)c1ccc(CNS(=O)(=O)c2cc(C(=O)O)ccc2Cl)cc1	5	0%	4	-1%	22%	4	20%	-6%	23%
O=C(OCCOCCN=C1NS(=O)(=O)c2ccccc21)c1ccncc1	-6	7%	-5	1%[9.22 µM]	-4%	3	-3%	-2%	15%
Cc1cccc(NC(=O)CSc2nnc([C@@H]3CCCN3C(=O)OC(C)(C)C)o2)c1C	-26	?	-1	1%	7%	8	7%	-5%	21µM*
OC1CCC(NC(=S)Nc2ccc(SC(F)F)cc2)CC1 (stereo not drawn)	-15	-2%	-2	-5%	-13%	?	0%	23%	-12%
Cc1csc(C(=O)O)c1NC(=O)c1cccc([N+](=O)[O-])c1	11	1%	-3	0%	3%	-2	5%	-1%	-2%
Cc1cc(NC(=O)CS(=O)(=O)c2cn(Cc3cccc(F)c3)c3ccccc23)no1	-55*	?	1	0%	-5%	-19	-1%	-7%	-23%
C[C@H]1CN([C@@H](C)CO)C(=O)CCCn2nncc2CO[C@@H]1CN(C)S(=O)(=O)c1cccc(C#N)c1	23	?	2	.	4%	12	8%	-5%	?
COc1ccc(Cl)cc1NCC(=O)Nc1ccc(OC)c(S(=O)(=O)N2CCCCC2)c1	0	-7%	-5	-15%	-13%	-3	-14%	4%	0%
COC(=O)C(CO)NC(=O)C1CCCN1C(=O)CNC(=O)OCc1ccccc1 (stereo not drawn)	19	0%	0	-16%	26%	-3	25%	-5%	4%
Cc1ccc(S(=O)(=O)N2[C@@H](c3cccc(Cl)c3)C(C(=O)OC(C)(C)C)=CC[C@H]2c2ccc(C(C)C)cc2)cc1	-7	0%	9	.	1%	17	16%	-2%	-2%
Cc1cc(NC(=O)c2ccccc2F)nc2c1c(=O)oc1ccccc12	44	24%	12	-10%	14%	19	9%	2%	-5%

# Next part:
Compound	IL-1B inflam inh	KB-V1 MDR tox	D3 ag	SW480 rereplic	HT1080 IDH1KD tx	D3 antag	HT1080-NT tox	GLP-1R agonist	KB-3-1 cytotox
COc1ccccc1CN1CC(C(=O)N2CCN(c3ccc(F)cc3)CC2)CC1=O (stereo not drawn)	12	?	-22	-21%	-23%	10	0%	0%	27%
Cc1ccc(NS(=O)(=O)c2ccc(N/N=C/c3ccccc3OCC(=O)O)c([N+](=O)[O-])c2)c(C)c1	-3	11%	2	-14%	-11%	-17	-17%	0%	-1%
CC(NC(=O)Cc1ccsc1)c1ccc(Cl)cc1Cl (stereo not drawn)	-14	-10%	0	-10%	-12%	-17	-8%	13%	3%
COc1ccc(NC(=O)C2C3C=CC4(O3)C2C(=O)N(CCN2CCCCC2C)C4C(=O)NC2CCCCC2)cc1 (stereo not drawn)	-18	0%	-5	-1%	-16%	?	-16%	8%	-2%
Cc1ccc(NC(=S)N2CCN(C3CCCCC3)CC2)cc1	-3	13%	-6	-2%	19%	?	1%	-11%	-5%
Cc1ccc(Cl)cc1N(CC(=O)N1CCOCC1)S(C)(=O)=O	5	0%	2	0%	12%	11	13%	-5%	6%
Cc1ccc(C(=O)Nc2ccc3c(c2)OCCO3)c(C)c1	-24	11%	6	2%	-2%	1	1%	-5%	13%
CCN(CC)C(=O)CSC1=C(C#N)C(c2ccco2)C(C(=O)OCCOC)=C(C)N1 (stereo not drawn)	0&12	-29%&-18%	-2&3	-5%	13%&19%	-4&15	-9%&3%	1%&-2%	2%&1%
COc1ccc(OC)c(C2C(C(=O)c3ccc(C)o3)=C(O)C(=O)N2CCCN2CCOCC2)c1 (stereo not drawn)	-3	1%	-6	2%	19%	-14	22%	3%	0%
Cc1ccccc1NC(=O)CCC(=O)OCC(=O)c1ccc(-c2ccccc2)cc1	-8	0%	-4	-4%	18%	3	-1%	-3%	9%
COc1ccc2c(C(=O)NCCCCO)c(-c3ccc(S(C)(=O)=O)cc3)sc2c1	-4	1%	14	-9%	9%	9	13%	-1%	-3%
Cc1ccccc1OCc1nnc(SCC(=O)O)n1-c1ccccc1	16	-2%	-10	-4%	7%	8	-1%	-4%	2%
CCN(CC)C(=O)CSc1nnc(-c2c[nH]c3ccccc23)o1	4	4%	1	1%	1%	-3	8%	7%	0%
Cc1nnc(SCC(=O)N2c3ccccc3Sc3ccccc32)n1N	4	11%	1	23µM*	2%[9.24 µM]	-8	-12%	1%	10%
CC(C)Oc1ccc(S(=O)(=O)N2CCOCC2)cc1NC(=O)CC1CC2CCC1C2 (stereo not drawn)	-7	12%	-2	.	0%	15	8%	7%	-2%
COc1cccc(NC(=O)CSc2nnc3c(n2)[nH]c2ccc(C)cc23)c1	-7	-2%	-29	?	12%	-15	3%	0%	5%
COc1ccc(C)cc1S(=O)(=O)Nc1cc(Cl)ccc1Cl	4	1%	3	-3%	-3%	-6	-7%	-34%[inhibitor]	-7%
COc1cccc(CN2CCN(Cc3cccc(Oc4ccccc4)c3)CC2)c1OC	-3	0%	-21	23µM*	-30%	-59*	-23%	-2%	0%
CC(=O)c1sc2nc(=O)c(C)nn2c1C	7	-13%	-5	-2%	29%	22	0%	-8%	1%
O=c1[nH][nH]c(-c2ccccc2)c1C=Nc1ccc(OC(F)(F)F)cc1	-12	?	0	-2%	-1%	-7	9%	2%	2%
C#CCOCCOCCOCCNc1nc(N2CCN(C(=O)Cn3cc(CCO)nn3)CC2)nc(N2CCN(C(=O)[C@H](CCCCN)n3cc(CC(C)O)nn3)CC2)n1 (stereo partly drawn)	36	?	9	-12%[9.22 µM]	5%	22	9%	7%	19%
O=C(CN(CCc1ccccc1)C(=O)c1csnn1)NC1CCCC1	0	?	3	-570%[1.84 µM]	8%	0	16%	1%	-4%
Cc1nn(-c2cccc(Cl)c2)c2c1C(c1cccnc1)C(C#N)=C(N)O2 (stereo not drawn)	4	24%	3	-4%	-9%	-23	-8%	-21%	-7%
Cc1nonc1NC(=O)Nc1cccnc1	11	-12%	6	-14%	8%	11	10%	-10%	8%
Cc1cccc(CN2[C@H](COCc3ccccc3)C=CS2(=O)=O)c1	?	5%	3	.	8%	5	3%	17%	0%

# Other structures follow.
Compound	IL-1B inflam inh	KB-V1 MDR tox	D3 ag	SW480 rereplic	HT1080 IDH1KD tx	D3 antag	HT1080-NT tox	GLP-1R agonist	KB-3-1 cytotox
NC(=S)NNC(=O)Nc1cccc(Cl)c1	1	0%	-11	0%	16%	-8	18%	2%	0%
CCOc1ccc(N2C(=O)c3cccnc3C2Nc2ccc(OC)cc2)cc1 (stereo not drawn)	3	-14%	-18	0%	-2%	-11	12%	-5%	16%
O=c1[nH]c(=S)[nH]c2c1[C@H](CCc1cccc(Cl)c1)O[C@H](C1CC1)C2	19	-13%	-2	.	?	6	-22%	-4%	18%
Cc1cc(Cl)ccc1OCC(=O)Nc1nc(-c2cccs2)cs1	-6	-21%	1	-9%	-17%	-6	-18%	-3%	-13%
CCN(CC)c1ccc2nc3c4ccccc4c(=O)cc-3oc2c1	-25	13%	3	-2%	10%	5	13%	-4%	5%
ClC(Cl)(Cl)c1nc(N/N=C/c2ccncc2)c2ccccc2n1	11	-1%	4	-9%	0%	53	-3%	9%	12%
Cc1ccc2cccc(OC(=O)c3c(F)cccc3Cl)c2n1	33	4%	2	.	16%	9	?	1%	24%
